eIF2B yeast act = modulators of yeast eIF2B activity. S. cerevisiae eIF2B-epsilon R284H, GCN4-lacZ luminescence. inhibition, % at 25 µM (by protocol). 27,000 compounds, 0.91% hits. AID 688;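 active = mutant luminescence inhibited past about 50% while wild type luminescence and mutant growth stay under set limits, limit read from the data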; note: some compounds called inactive have numbers as strong as hits
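Material – yeast eIF2B-epsilon R284H mutant carrying GCN4–beta-galactosidase fusion · Medium – YPD yeast growth medium · Compound – one concentration, 25 µM, 0.25% DMSO · Times – 16 h at 30 °C exposure · Signal – Beta-Glo luminescence plus absorbance at 595 nm · Read-out – % inhibition of reporter signal and growth versus controls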
Yeast tox = Compounds toxic to wild-type S. cerevisiae growth; A595 turbidity, 16 h; growth inhibition, % at 25 µM (by protocol); 30,000 compounds, 0.3% hits; AID 685;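 active = mutant and wild-type yeast strains alike exhibit over 30% growth inhibition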;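 note: 0% = untreated cell controls and 100% = YPD media blanks without cells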
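System – wild-type and eIF2Bepsilon-R284H mutant S. cerevisiae, screened separately · Measured by – absorbance at 595 nm (turbidity) · Timing – 16 h compound exposure during growth at 30 °C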
Yeast tox inhibition % = second read-out of Yeast tox, no call of its own (marks repeat the call); growth inhibition, %; S. cerevisiae eIF2Bepsilon-R284H mutant growth, A595 turbidity, 16 h;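 each compound tested once at 25 µM; 0% equals untreated cells and 100% equals cell-free medium blanks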
eIF2B yeast act mutant toxicity = second read-out of eIF2B yeast act, no call of its own (marks repeat the call); growth inhibition, %; measured here: mutant yeast growth, toxicity;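 each compound tested once at 25 µM; zero equals untreated control growth and 100 equals blank medium absorbance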
* hit, by the source's call; / = not tested or not shown. These rows are one share of the data. The share of hits here may be higher or lower than overall.

SMILES	eIF2B yeast act	eIF2B yeast act mutant toxicity	Yeast tox	Yeast tox inhibition %
COc1ccc(N/C=C\C(=O)c2ccc3c(c2)OCO3)cc1	13	15	11	15
CCCN1Cc2cccc(C(=O)Nc3ccc(CC)cc3)c2C1=O	14	-8	-18	-8
CCOc1nc(NCc2ccco2)nc(Nc2ccc(OC)cc2)n1	21	10	12	10
O=C1C2C3C=CC([C@@H]2C(=O)N1Cc1cccnc1)C31CC1 (stereo partly drawn)	7	2	-4	2
CCOC(=O)c1ccc(N2C(=O)CC(N(Cc3ccc4c(c3)OCO4)C(=O)Nc3ccccc3)C2=O)cc1 (stereo not drawn)	19	3	-2	3
CCOC(=O)c1c(N)sc(C(O)(C(F)(F)F)C(F)(F)F)c1-c1ccccc1	22	5	13	5
CCCC(=O)NCc1nc2ccccc2n1C	15	7	-10	7
COC(=O)C1=C(C)N=C2SC(C)C(=O)N2C1c1cccs1 (stereo not drawn)	14	7	21	7
CCOC(=O)C1CN(S(=O)(=O)c2ccccc2)CCN1S(=O)(=O)c1ccccc1 (stereo not drawn)	/	/	20	10
O=C(COC(=O)c1ccccn1)Nc1cccc(Cl)c1Cl	/	/	9	-17
CCOC(=O)COc1ccc(S(=O)(=O)N2CCN(C(=O)OCC)CC2)cc1	11	-4	9	-4
COc1cc(C2NC(=O)C(C#N)=C(S)N2c2ccc(C)cc2)ccc1OC(C)C (stereo not drawn)	16	16	20	16
CCOC(=O)Nc1ccc2c(c1)N(C(=O)CCN1CCOCC1)c1ccccc1S2=O (stereo not drawn)	27	/	13	0
N#Cc1c(NC(=O)CN2CCCCC2)sc2c1CCC2	-7	-25	-3	-25
COC(=O)c1ccccc1NC(=O)C1CC(=O)N(c2ccc(C)c(C)c2)C1 (stereo not drawn)	/	/	33	10
Cn1c(SCC(=O)C(C)(C)C)nnc1-c1ccncc1	18	19	7	19
COc1nc(NCc2cccnc2)nc(OC)n1	21	-7	-1	-7
Cc1ccccc1OCCn1cc(/C(N)=N/O)c2ccccc21	/	/	14	2
CCCN1C=CC(=C/C=C(\C#N)C(=O)OCC)C=C1	25	-5	4	-5
COc1ccc(OC)c(NC(=O)CSc2nnc(CNC(=O)COc3ccc(Cl)cc3)o2)c1	-21	17	10	17
COC(=O)c1sc(NC(C)=O)c(C(=O)OC)c1C	14	11	22	11
Cc1ccccc1C(=O)NCc1nnc(SCC(=O)N2c3ccccc3Sc3ccccc32)n1C	11	19	26	19
Cc1cccc(NC(=O)c2cccs2)n1	-18	-5	17	-5
CCOC(=O)N1CCN(CC(O)COCCC23CC4CC(CC(C4)C2)C3)CC1 (stereo not drawn)	17	2	4	2
Cc1csc(NC(=O)C2CCN(C(=O)CSc3nnc(C)n3Cc3ccccc3)CC2)n1	17	25	6	25
Further records.
SMILES	eIF2B yeast act	eIF2B yeast act mutant toxicity	Yeast tox	Yeast tox inhibition %
O=C(NCc1ccc(F)cc1)c1cc(-c2cccs2)on1	19	15	-38	15
CCCN1C(=O)C(Cc2nc3ccccc3c(=O)n2C)c2ccccc21 (stereo not drawn)	13	/	7	0
Cc1cccc2cc(C#N)c(N3CCN(C)CC3)nc12	17	19	14	19
Cc1cc(C)n(-c2nc(N(C)C)nc(N3CCOCC3)n2)n1	25	11	10	11
Cn1c(N2CCN(c3ccccn3)CC2)nc2c1c(=O)n(Cc1ccc(Cl)cc1)c(=O)n2C	25	-14	-17	-14
COc1ccc(OC)c(S(=O)(=O)N2CCC(C(=O)Nc3cccc(C(F)(F)F)c3)CC2)c1	2	25	16	25
O=C(c1cccc(S(=O)(=O)N2CCCC2)c1)N1CCN(c2ccccc2)CC1	-5	-17	14	-17
COc1ccc(-c2cc(=O)oc3c(C)c(OCc4nn[nH]n4)ccc23)cc1	18	-2	21	-2
O=C(Nc1ccc(N2CCCC2)cc1)C(c1ccccc1)c1ccccc1	/	/	5	0
COC(=O)c1[nH]c2ccccc2c1NS(=O)(=O)c1ccc(F)c(C)c1	29	/	-5	0
CNS(=O)(=O)c1cccc(C(=O)OCC(=O)Nc2ccccc2OC(F)F)c1	20	-23	21	-23
COc1ccccc1NC(=O)CSc1nc(C)c2c(c1C#N)CCCC2	4	-33	-6	-33
Cc1ccc(SC(C)C(=O)Nc2cccnc2)cc1 (stereo not drawn)	-29	/	8	0
CCCCCn1c(=O)[nH]c2cc(C(=O)NCc3ccco3)ccc2c1=O	/	/	2	20
Cc1cc(Cl)c2c(c1)[C@]1(C(=O)N2)[C@@H]2C(=O)N(Cc3ccccc3)C(=O)[C@@H]2[C@@H]2CCCN21	20	-7	6	-7
CCOC(=O)c1c(NC(=O)Nc2ccc(Cl)cc2)sc(C)c1C	11	-10	2	-10
Cc1oc(C(C)(C)C)cc1C(=O)Nc1cccc(C(=O)O)c1	/	/	24	26
O=C(Nc1ccc2c(c1)OCO2)c1ccc2nc[nH]c2c1	/	/	18	16
CCOC(=O)c1ccc(NC(=O)COC)cc1	31	2	-6	2
Cc1cc(C)c(C#N)c(Oc2ccccc2)n1	26	/	-6	0
CN(c1nc2ccccc2n2c(-c3ccco3)nnc12)S(=O)(=O)c1ccccc1	/	/	-20	0
Cc1ccc(-c2cc(-c3ccccc3)c3c(N)c(S(C)(=O)=O)sc3n2)cc1	/	/	9	8
CCCCSc1nnc([C@@H](NC(=O)OC(C)(C)C)C(C)C)o1	12	2	15	2
CN1C(=O)NC(c2ccccc2)C2=C1CN(c1cccc(C(F)(F)F)c1)C2=O (stereo not drawn)	52*	/	1	-3
COc1ccc(C2=NOC(C(=O)NCc3ccco3)C2)cc1OC (stereo not drawn)	-28	14	-2	14

Results in eIF2B yeast act mutant toxicity, eIF2B yeast act and Yeast tox inhibition %, for some of the entries so far:
Compound	eIF2B yeast act mutant toxicity	eIF2B yeast act	Yeast tox inhibition %
Cc1oc(C(C)(C)C)cc1C(=O)Nc1cccc(C(=O)O)c1	/	/	26
O=C(Nc1ccc2c(c1)OCO2)c1ccc2nc[nH]c2c1	/	/	16
CCOC(=O)c1ccc(NC(=O)COC)cc1	2	31	2

Other structures:
SMILES	eIF2B yeast act	eIF2B yeast act mutant toxicity	Yeast tox	Yeast tox inhibition %
CC(C)CNC(=O)CSc1nc(-c2cccs2)cc(C(F)(F)F)n1	30	/	-4	0
CCC(=O)N(Cc1ccccc1)c1ccccn1	/	/	2	15
CCOC(=O)C1=NNC(C(=O)c2ccc(OC)cc2)C1c1ccccc1 (stereo not drawn)	/	/	9	2
COc1ccc2c(c1)c1ncn(CCN3CCCCC3)c(=O)c1n2C	-14	-10	-12	-10
COc1ccc(C2=NOC(C(=O)NCc3cccs3)C2)cc1OC (stereo not drawn)	16	22	25	22
CC(=O)c1ccc(N2CCN(C(=O)c3ccc(OCc4c(C)noc4C)cc3)CC2)cc1	2	-60	-56	-60
CSCCNC(=O)c1ccc(C(C)(C)C)cc1	7	/	-9	0
O=C(NCC(=O)N1CCN(c2ncccn2)CC1)c1cccs1	/	/	16	13
COc1cccc(N(CC(=O)O)S(=O)(=O)c2ccccc2)c1	-12	-6	-14	-6
CN(C(=O)c1cccnc1)c1nnc(-c2ccccn2)s1	23	-5	11	-5
CC(C)(Oc1ccc(Br)cc1)C(=O)N1CCc2ccccc21	/	/	2	-12
O=C(O)CN1C(=O)SC(Nc2ccccc2C(=O)O)C1=O (stereo not drawn)	22	/	29	0
CCn1nc(C)c(NC(=O)/C=C/c2ccc(OC)c(COc3ccc(Br)cc3)c2)c1C	/	/	55*	50*
COc1ccc(/C(O)=C2/C(=O)C(=O)N(CCCN(C)C)C2c2ccccc2)cc1Cl (stereo not drawn)	-2	3	2	3
CC(C)c1ccc(-c2nc(N3CCCCCC3)nc3n[nH]c(N)c23)cc1	23	3	16	3
COc1ccc(OC)c(C2C(C(C)=O)=C(O)C(=O)N2c2ccc(O)cc2)c1 (stereo not drawn)	22	14	1	14
O=C1CC(c2ccccc2)Sc2ccccc2N1 (stereo not drawn)	7	/	/	/
COc1ccc(OCCC(=O)OCC(=O)NCc2ccco2)cc1	24	6	5	6
COc1ccc(Cl)cc1NC(=O)CCCN1C(=O)CCC1=O	/	/	3	17
O=C(O)C(=O)/C(=C\c1ccccc1)c1ccc2ccccc2n1	19	18	22	18
Cc1ccc(SCCNC(=O)c2ccccc2)cc1	26	-10	9	-10
O=C(c1cc(Cl)ccc1Cl)N1CCN(c2ccccn2)CC1	-14	19	0	19
COc1ccc(NC(=O)CSc2nnc(-c3ccccn3)n2Cc2ccco2)cc1OC	/	/	7	13
CC1(C)CC(=O)c2c(nc3ccccc3c2N)C1	10	7	-15	7
CCc1ccc(NC(=O)CSc2nnc(-c3cccs3)n2CC)cc1	14	/	26	0
Following part.
SMILES	eIF2B yeast act	eIF2B yeast act mutant toxicity	Yeast tox	Yeast tox inhibition %
Cc1cccc(-c2nc(CSCC(=O)N3CCN(c4ccccn4)CC3)c(C)o2)c1	23	-5	14	-5
CCOC(=O)C1CCCN(c2ncnc3c2[nH]c2cccc(OC)c23)C1 (stereo not drawn)	11	4	8	4
O=C(C1c2ccccc2Oc2ccccc21)N1CCN(c2ccc(Cl)cc2)CC1	/	/	-9	15
COc1ccc(C2(CNC(=O)CCC(=O)O)CCCC2)cc1OC	/	/	6	5
CCOC(=O)N1CCC(Nc2c(NCCN3CCN(Cc4ccccc4)CC3)c(=O)c2=O)CC1	5	-2	2	-2
CCCCn1c(=N)n(CC(=O)c2ccco2)c2ccccc21	-2	-14	-9	-14
O=C1c2ccccc2C(=O)N1CC#CCN1CCN(C(c2ccccc2)c2ccccc2)CC1	13	3	-3	3
Cc1cccc(NC(=O)C2CCCN2S(=O)(=O)c2ccc(F)cc2)c1C (stereo not drawn)	12	14	10	14
O=C(NCCCN1CCN(c2cccc(Cl)c2)CC1)C1(S(=O)(=O)c2ccc(Cl)cc2)CC1	/	/	-8	3
Cc1cc(C)nc(-n2nc(C)c(Oc3ccccc3O)c2C)n1	26	-5	12	-5
O=C(CCCSc1nc(-c2ccco2)cc(C(F)(F)F)n1)NCC1CCCO1 (stereo not drawn)	31	-4	-29	-4
O=C(Nc1ccc(N2CCOCC2)cc1)NC1CCCCC1	36	11	21	11
O=C(Cc1ccc(-n2c(=O)[nH]c3ccccc3c2=O)cc1)N1CCN(c2ccccc2)CC1	22	-7	0	-7
Clc1ccc(OCc2nn3c(C4CCCCC4)nnc3s2)c(Cl)c1	-9	-5	11	-5
C/C(=C\C(=O)c1ccc(Cl)cc1)Nc1ccc(N2CCOCC2)cc1	14	-3	13	-3
COCCNC(=O)c1ccc2c(=O)n(Cc3ccco3)c(SCC(=O)NC3CCCC3)nc2c1	32	19	9	19
COC(=O)c1c(-c2ccc(F)cc2)noc1N	7	8	23	8
COc1cccc(N2C(=O)CC(Nc3ccc(N4CCOCC4)cc3)C2=O)c1 (stereo not drawn)	29	-4	2	-4
CCOCCCN1CC(C(=O)NCCc2ccc(C)cc2)CC1=O (stereo not drawn)	14	5	13	5
CCOC(=O)CSc1nc2cc(C(=O)N3CCCC3)ccc2c(=O)n1Cc1ccccc1	/	/	20	13
CCOC(=O)C1CCCN(C(=O)CN2C(=O)COc3ccc(C(C)(C)C)cc32)C1 (stereo not drawn)	22	-23	-5	-23
CC(=O)c1cc2c(cc1NC(=O)CN1CCOCC1)OCO2	2	20	7	20
Clc1ccccc1-c1ccc(CN2CCN(c3ccccc3)CC2)o1	5	15	-9	15
CCN(CC)S(=O)(=O)c1ccc(C(=O)NCc2ccc(C)cc2)cc1	15	-10	-7	-10
O=C(NCc1ccccc1)c1ccc2nccnc2c1	24	16	17	16
c1ccc(-n2nnnc2Oc2ccc(-n3ccnc3)cc2)cc1	40	5	-6	5
CCNC(=O)CN(c1ccc(C)cc1)S(=O)(=O)c1ccc(SC)cc1	-15	14	-6	14
NC(=O)CN1CCN(c2nc(-c3ccc(F)cc3)cs2)CC1	13	-9	18	-9

13 entries out of the list, sorted by number of heavy atoms, high to low:
SMILES	eIF2B yeast act	eIF2B yeast act mutant toxicity	Yeast tox	Yeast tox inhibition %
CCOC(=O)N1CCC(Nc2c(NCCN3CCN(Cc4ccccc4)CC3)c(=O)c2=O)CC1	5	-2	2	-2
O=C(Cc1ccc(-n2c(=O)[nH]c3ccccc3c2=O)cc1)N1CCN(c2ccccc2)CC1	22	-7	0	-7
O=C(NCCCN1CCN(c2cccc(Cl)c2)CC1)C1(S(=O)(=O)c2ccc(Cl)cc2)CC1	/	/	-8	3
Cc1cccc(-c2nc(CSCC(=O)N3CCN(c4ccccn4)CC3)c(C)o2)c1	23	-5	14	-5
O=C(C1c2ccccc2Oc2ccccc21)N1CCN(c2ccc(Cl)cc2)CC1	/	/	-9	15
O=C(CCCSc1nc(-c2ccco2)cc(C(F)(F)F)n1)NCC1CCCO1 (stereo not drawn)	31	-4	-29	-4
CCOC(=O)C1CCCN(c2ncnc3c2[nH]c2cccc(OC)c23)C1 (stereo not drawn)	11	4	8	4
C/C(=C\C(=O)c1ccc(Cl)cc1)Nc1ccc(N2CCOCC2)cc1	14	-3	13	-3
COc1ccc(C2(CNC(=O)CCC(=O)O)CCCC2)cc1OC	/	/	6	5
Cc1cc(C)nc(-n2nc(C)c(Oc3ccccc3O)c2C)n1	26	-5	12	-5
CCCCn1c(=N)n(CC(=O)c2ccco2)c2ccccc21	-2	-14	-9	-14
O=C(NCc1ccccc1)c1ccc2nccnc2c1	24	16	17	16
COC(=O)c1c(-c2ccc(F)cc2)noc1N	7	8	23	8

Compound activity from PubChem BioAssay.
